TRb SRC2 PPI – qHTS for Inhibitors of the Interaction of Thyroid Hormone Receptor and Steroid Receptor Coregulator 2; Thyroid hormone receptor beta (Homo sapiens), P10828; TRbeta-SRC2 peptide binding, fluorescence polarization; receptor liganded with 1 µM T3; Potency, µM (highest dose often 106 µM), inactives show at the top dose activity change, negative = inhibition, usual class: inhibitors; hit rate 0.065% among 280,000; AID 1469, 2008;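 further: plate controls were bound peptide for no effect and peptide without receptor for full effect; nearly all actives have a fitted effect of over 50% in size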
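A fluorescence polarization screen tested compounds at multiple concentrations against complex formation between 0.6 uM TRb ligand-binding domain and 20 nM Texas Red SRC2 peptide, with 1 uM T3 present; readout after 5 hr.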
GoLoco inh red – qHTS Assay for Inhibitors of RGS12 GoLoco Motif Activity (Red Fluorophore); Guanine nucleotide-binding protein G(i) subunit alpha-1 (Homo sapiens), P63096; Gai1:RGS12 GoLoco peptide FP, rhodamine, 10 min; Potency, µM (highest dose often 61.6 µM), for inactives: top-dose activity, negative = inhibition, most hits filed as inhibitors; hit rate 0.44% among 230,000; AID 880, 2007; active means well fitted inhibition curve with a large enough effect, not every such curve was filed as active; inactive means no such curve, though single readings can be large or run the other way; further: nearly all actives have a fitted effect of over 30% in size; many of its hits are not listed in these tables
Target sequence (P63096 whole entry, looked up): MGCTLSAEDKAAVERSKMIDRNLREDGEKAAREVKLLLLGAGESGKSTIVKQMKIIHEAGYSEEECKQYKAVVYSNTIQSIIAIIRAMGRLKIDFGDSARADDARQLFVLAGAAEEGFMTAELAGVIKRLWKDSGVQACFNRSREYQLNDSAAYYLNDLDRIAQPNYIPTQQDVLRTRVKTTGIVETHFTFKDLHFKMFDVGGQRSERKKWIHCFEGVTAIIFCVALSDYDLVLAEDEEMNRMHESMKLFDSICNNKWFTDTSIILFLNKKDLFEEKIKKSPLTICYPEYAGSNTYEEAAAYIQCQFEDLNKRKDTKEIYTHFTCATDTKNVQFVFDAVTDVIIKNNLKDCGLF
JMJD2E inh – qHTS Assay for Inhibitors of Human Jumonji Domain Containing 2E (JMJD2E). JMJD2E catalytic domain, FDH-coupled NADH fluorescence (FDH is formaldehyde dehydrogenase). Lysine-specific demethylase 4E (Homo sapiens), B2RXH2. Potency, µM (doses to about 57.1 µM), without a hit: at the highest dose activity change, negative = inhibition, actives largely listed as inhibitors. hit rate 1.6% among 230,000. AID 2147, 2009; active means well fitted inhibition curve with a large enough effect, not every such curve was filed as active; inconclusive means small, poorly fitted or top-dose-only effect, or another doubt; inactive means no such curve, though single readings can be large or run the other way;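 further: 0% = wells with enzyme and -100% = buffer wells without enzyme; nearly all actives have a fitted effect of over 50% in size; many of its hits are not listed in these tables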
Tau FP inhib – qHTS for Inhibitors of Tau Fibril Formation, Fluorescence Polarization; Microtubule-associated protein tau (Homo sapiens), P10636; K18 P301L tau heparin fibrillization, Alexa594 FP, 6 h; Potency, µM (highest dose often 57.7 µM), for the others: top-dose activity, negative = inhibition, usual class: inhibitors; hit rate 0.39% among 280,000; further: nearly all actives have a fitted effect of over 55% in size
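Read-out: fluorescence polarization of Alexa 594-labeled tau (0.24 uM), 555 nm excitation, 632 nm emission. Mixtures held 15 uM unlabeled K18 P301L, compound and 20 uM heparin, pH 7 acetate buffer, incubated 6 hr at 37 C.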
TexasRed fluor – Total Fluorescence Counterscreen for Inhibitors of the Interaction of Thyroid Hormone Receptor and Steroid Receptor Coregulator 2. TRb/SRC2 Texas Red total fluorescence interference. Potency, µM (top dose mostly 106 µM), for inactives: at the highest dose fluorescence change, negative = quenching. hit rate 0.29% among 280,000. AID 1479, 2009; active means well fitted curve in either direction with a large enough effect; inconclusive means small, poorly fitted or top-dose-only effect
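Flags fluorescent or light-absorbing compounds by total fluorescence, S + 2P, at 555 nm excitation and 632 nm emission. Mixture: 20 nM Texas Red SRC2 peptide, 0.6 uM human TRb LBD, 1 uM T3, 5% DMSO; compound exposure 5 h at ambient temperature.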
L3MBTL1 inh – qHTS Assay for the Inhibitors of L3MBTL1. Lethal(3)malignant brain tumor-like protein 1 (Homo sapiens), Q9Y468. AlphaScreen L3MBTL1–H3K9me1 peptide binding. Potency, µM (titrated, usually from 57.1 µM), for inactives: at the top dose activity, negative = inhibition, most hits filed as inhibitors. hit rate 0.66% among 230,000. AID 485360, 2010; further: nearly all actives have a fitted effect of over 60% in size
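AlphaScreen proximity signal between nickel-chelate acceptor and streptavidin donor beads (final 10 ug/mL) reports binding of 50 nM L3MBTL1 to 75 nM biotin-H3 K9me1 peptide; complex incubated with compounds 30 min at room temperature; cefsulodin titration as control.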
Tau ThT inhib – qHTS for Inhibitors of Tau Fibril Formation, Thioflavin T Binding. Microtubule-associated protein tau (Homo sapiens), P10636. recombinant tau K18 P301L, heparin-induced fibrillization, ThT fluorescence. AID 1460, 2008. Potency, µM (top dose mostly 57.4 µM), without a hit: top-dose activity, negative = inhibition, most hits filed as inhibitors. hit rate 2.1% among 270,000; further: nearly all actives have a fitted effect of over 55% in size
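Fibril formation assay: tau K18 P301L at 15 uM with trace Alexa 594 label, heparin inducer 20 uM, pH 7 sodium acetate buffer, 37 C for 6 hr; endpoint ThT signal.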
RECQ1 inh – qHTS Assay for Inhibitors of RecQ-Like Dna Helicase 1 (RECQ1); ATP-dependent DNA helicase Q1 (Homo sapiens), P46063; RECQ1 DNA unwinding, red fluorescence kinetic read; Potency, µM (highest dose often 57.3 µM), without a hit: at the highest dose activity, negative = inhibition, actives largely listed as inhibitors; hit rate 0.54% among 240,000;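 further: plate controls were vehicle for no effect and no enzyme for full effect; nearly all actives have a fitted effect of over 30% in size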
Target sequence (P46063 whole entry, looked up): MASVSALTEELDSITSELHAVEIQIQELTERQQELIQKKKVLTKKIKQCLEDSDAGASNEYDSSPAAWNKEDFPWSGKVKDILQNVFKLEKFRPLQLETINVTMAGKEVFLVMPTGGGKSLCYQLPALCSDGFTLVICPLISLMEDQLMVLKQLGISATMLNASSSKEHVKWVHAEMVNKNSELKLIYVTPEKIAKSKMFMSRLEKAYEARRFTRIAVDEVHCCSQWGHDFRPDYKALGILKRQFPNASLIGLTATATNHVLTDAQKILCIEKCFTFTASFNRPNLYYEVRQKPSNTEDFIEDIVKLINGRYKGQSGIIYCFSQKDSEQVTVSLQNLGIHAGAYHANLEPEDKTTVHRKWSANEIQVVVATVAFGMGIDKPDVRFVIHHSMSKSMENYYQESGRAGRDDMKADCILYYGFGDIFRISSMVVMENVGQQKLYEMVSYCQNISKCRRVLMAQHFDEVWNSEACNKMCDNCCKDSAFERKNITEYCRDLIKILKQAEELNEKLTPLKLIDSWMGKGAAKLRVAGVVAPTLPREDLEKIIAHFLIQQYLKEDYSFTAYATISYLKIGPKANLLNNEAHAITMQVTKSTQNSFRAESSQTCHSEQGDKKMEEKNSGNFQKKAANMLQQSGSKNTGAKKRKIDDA
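50 nM RECQ1T1 preincubated 15 min with compound in Tris pH 8.0 buffer with MgCl2, DTT, Tween-20 and 2.5 ug/ml poly(dI-dC); started with 200 nM TAMRA/BHQ-2 forked duplex and 2 mM ATP. Unwinding read as fluorescence (525/598 nm), two reads 2 h apart.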
* marks the source's active call; other numbers are inactive results; i = inactive; ? = inconclusive; . = not tested or not shown; [ ] = dose if it differs, or a comment. Unless noted, the call rests on the fitted dose curve; in most records, active means well fitted curve in the direction sought with a large enough effect; inconclusive means small, poorly fitted or top-dose-only effect, or another doubt; inactive means no such curve, though single readings can be large; an effect the other way counts as inactive or inconclusive. Unless noted, on the % scale 0 is the no-effect control and ±100 the full control effect; potency means the concentration at half of the fitted maximal effect.

Molecule,TRb SRC2 PPI,GoLoco inh red,JMJD2E inh,Tau FP inhib,TexasRed fluor,L3MBTL1 inh,Tau ThT inhib,RECQ1 inh
Cc1noc(C)c1S(=O)(=O)N1CCCC(C(=O)N2CCC(C)CC2)C1 (centres undefined),4%,7%,6%,-5%,-2%,-3%,-14%,i
CN(Cc1ccccc1)C(=O)CCn1c(=O)oc2ccccc21,-8%,-7%,5%,2%,-8%,.,-8%,-7%
O=C(CN1C(=O)C(=O)c2ccccc21)OCN1C(=O)c2ccccc2C1=O,0%,9%,-3%,9%[2.34 µM],3%,8%,5%,24%
Cc1sc(NC(=O)C2CC=CCC2C(=O)O)c(C(=O)OC(C)C)c1C (centres undefined),11%,5%,?,4%,0%,.,-24%,-2%
O=C(N/N=C/c1ccc(Cl)cc1)c1n[nH]c2c1CCCC2,-8%,7%,1%,-11%,-5%,.,.,i
Cc1cc2oc(=O)c(CC(=O)NCCc3ccccc3)c(C)c2c2occ(C(C)(C)C)c12,-4%,.,.,-6%,-2%,.,-18%,.
N#Cc1c(NC(=O)COC(=O)C2CC3C=CC2C3)oc(-c2ccccc2)c1-c1ccccc1 (centres undefined),0%,18%,?,3%,-4%,-9%,-1%,-23%
CCSc1cnn(-c2ccccc2)c(=O)c1SCC,-15%,-2%,-2%,?,0%,.,-11%,-6%
CC(=O)Nc1cc[n+](CC(=O)c2ccc(Cl)cc2)cc1,-5%,-3%,-10%,-1%,-1%,3%,-8%,5%
CCOC(=O)Cc1ccc(NC(=O)Nc2nnc(N3CCCCC3C)s2)cc1 (centres undefined),2%,.,.,12%,-1%,.,?,.
O=C1C(=O)N(CCN2CCOCC2)C(c2ccccn2)/C1=C(/O)c1ccc(F)cc1 (centres undefined),-11%,-9%,?,-12%,1%,0%,?,i
CCn1c(SCc2nc3ccccc3[nH]2)nnc1-c1ccccc1OC,0%,-7%,-9%,2%,-3%,10%,0%,i
Cn1ccnc1SCC(=O)Nc1cc(S(=O)(=O)N2CCOCC2)ccc1Cl,-4%,7%,-2%,5%,1%,0%,-8%,-5%
CC(=O)c1cc(-c2ccc(F)cc2)n(CCC(=O)Nc2nc3c(C)cccc3s2)c1C,-4%,.,.,-5%,0%,.,10%,.
COc1cc(OC)cc(C(=O)Oc2c(Sc3ccccc3)c(C)nn2C(C)(C)C)c1,7%,.,.,?,-1%,.,-20%,.
COc1ccc(S(=O)(=O)Nc2ccc3ccccc3c2)cc1C,-5%,6%,-16%,?,-3%,.,-4%,-14%
CC(=O)N1N=C(c2ccccc2)OC1(C)CC(=O)Nc1ccccc1 (centres undefined),7%,.,-8%,8%,2%,-9%,2%,2%
CC(C)(O)C1CC[C@@]2(C)C3CCC4[C@@]5(C)CCCC(C)(C)C5C(O)C[C@]4(C)[C@]3(C)CC[C@@H]12 (some centres undefined),-2%,-1%,5%,10%,-4%,.,0%,-11%
CCn1c(=O)c2cc(C(=O)Nc3cc(C)c(Cl)cc3OC)sc2c2ccccc21,-8%,.,.,-8%,-3%,.,3%,.
N#CC(C(=O)O)=C1CCCC1,-7%,-4%,10%,0%,-1%,1%,-6%,-1%
Cc1c(NC(=O)/C=C/c2cccs2)c(=O)n(-c2ccccc2)n1C,-1%,9%,2%,1%,-4%,2%,-10%,-4%
COc1cc(/C=N/NC(=O)c2cnccn2)ccc1O,12%,3%,1%,-5%,10%,4%,?,-8%
N#Cc1ccc2ccn(CC(=O)NC3CCCCC3)c2c1,-5%,6%,?,-3%,1%,1%,-4%,i
Cc1nc2ccccn2c1C(=O)CSc1ccc(Cl)cc1Cl,-4%,-4%,0%,-7%,3%,-4%,-18%,-2%
COc1ccc(NC(=O)Cn2c(=O)n(-c3ccc(Cl)cc3)c(=O)c3c(C)c(C(=O)N(C)C)sc32)cc1Cl,-3%,.,.,2%,0%,.,?,.
c1ccc(CCn2nnnc2C(c2cccs2)N2CCN(Cc3ccc4c(c3)OCO4)CC2)cc1 (centres undefined),1%,14%,1%,13%,0%,.,-14%,4%
COc1ccccc1-c1nnc(SCC(=O)N2CCOCC2)n1-c1ccccc1,-2%,7%,-8%,-3%,-4%,-2%,6%,18%
Cc1ccnc(N2CCC(C(=O)Nc3ccc4c(c3)OCO4)CC2)n1,-2%,7%,?,3%,-2%,.,?,-2%
CCOc1ccc(/C=C/C(=O)c2ccc(-c3ccccc3)cc2)cc1,-2%,12%,4%,0%,-7%,21%,-10%,-9%
O=C(COC(=O)c1ccc(S(=O)(=O)Nc2ccccc2)cc1)NCCC1=CCCCC1,-11%,4%,-11%,2%,-3%,3%,-5%,-2%
Cc1ccc(NC(=O)C2(S(=O)(=O)c3ccc(C)cc3)CC2)cc1,-11%,0%,3%,9%,-2%,.,-7%,0%
COc1ccc(C(=O)n2cnc(N)n2)cc1,-1%,-1%,-2%,0%,-1%,-1%,-16%,-12%
CCOC(=O)c1c(NC(=O)N/N=C/c2ccc(O)c(OC)c2)sc(C(C)=O)c1C,0%,13%,-2%,?,-14%,.,?,i
CC(=O)N1N=C(N)SC1c1cccc([N+](=O)[O-])c1 (centres undefined),0%,-2%,1%,11%,-6%,1%,4%,0%
Cc1cccc(N2CCN(C(=O)CN3C(=O)COc4ccc(S(=O)(=O)N5CCC(C)CC5)cc43)CC2)c1C,-3%,.,.,3%,0%,.,-6%,.
C(=C\c1ccccc1)/C=N/Nc1nc2ccccc2[nH]1,0%,.,-6%,11%,-4%,?,7.9µM*,-2%
CCOC(=O)c1sc(NC(=O)c2cccs2)nc1C,-2%,12%,-1%,3%,-1%,3%,-5%,-2%
Cc1ccc(CSCC(=O)NCCCN2CCOCC2)cc1,4%,16%,10%,9%,-3%,4%,5%,-9%
CC(=O)N/C(=C\c1ccc(F)cc1)C(=O)NC(C(=O)O)C(C)C (centres undefined),-1%,2%,-9%,1%,-1%,8%,8%,i
Cc1nn(-c2ccccc2)c(OC(=O)C(C)(C)C)c1Sc1ccccc1,1%,.,.,-5%,0%,.,?,.
CCNC(=O)n1cc(-n2cncn2)c(-c2ccccc2)n1,-6%,4%,0%,0%,-5%,-21%,-4%,i
CC(c1cccs1)N(Cc1ccco1)C(=O)Nc1ccc(Cl)c(Cl)c1 (centres undefined),2%,0%,-4%,-13%,0%,.,-3%,i
Cc1ccc2c(c1)c1c(c(=O)n(Cc3ccccc3)c(=O)n1CC(=O)NCc1ccccc1Cl)n2C,-9%,.,.,-4%,-2%,.,-8%,.
COCCOC(=O)c1c(NC(=O)CNc2ccc(C)c(F)c2)sc(C(N)=O)c1C,4%,8%,-1%,-6%,-1%,-1%,-13%,11%
Cc1cc(C(=O)NN)c2cc(Br)ccc2n1,15%,-2%,-11%,-7%,-1%,.,-8%,86%[activator]
Clc1ccc(Cn2ncc3c(NCc4ccccc4)ncnc32)c(Cl)c1,-7%,4%,2%,-13%,-2%,8%,-1%,-16%
CCC(=O)Nc1cccc(NC(=S)NC(=O)c2ccc(Cl)cc2)c1,2%,12%,-7%,-11%,2%,2%,-3%,-1%
Cc1ccc(C(=O)NCC(=O)O)s1,8%,7%,-4%,-4%,-3%,-7%,4%,i
COc1ccc(OC)c(CNS(=O)(=O)c2ccc3c(c2)oc(=O)n3C)c1,0%,.,.,5%,-3%,.,6%,.
CCOc1cc(C2Nc3ccccc3-c3nnc(SCc4ccccc4)nc3O2)ccc1OC (centres undefined),1%,.,.,-9%,-3%,.,-15%,.
Cc1cccc(C(=O)NC(=S)Nc2ccc(N3CCOCC3)cc2)c1,4%,3%,1%,12%,0%,-22%,?,i
COc1ccc(NC(=O)c2cnc3sccn3c2=O)cc1,-2%,9%,4%,-4%,-3%,.,?,-3%
COc1ccc(CNC(=O)Cc2ccc(OC)c(S(=O)(=O)N3CCOCC3)c2)cc1,1%,-4%,4%,-3%,-1%,-2%,-1%,i
CN(C)S(=O)(=O)c1ccc(/C(O)=C2/C(=O)C(=O)N(Cc3cccnc3)C2c2cccs2)cc1 (centres undefined),5%,7%,-9%,0%,-6%,6%,-18%,-5%
CCOc1ccc2[nH]c(=S)[nH]c2c1,-1%,-6%,5%,9%,1%,.,-6%,i
CCc1cccc(NC(=O)CSc2nccn2C)c1,10%,.,.,-1%,9%,.,-2%,.
COc1ccc(/C(C)=N/OCC(=O)N=Nc2c(O)[nH]c3ccccc23)cc1,7%,-2%,-6%,-3%,3%,-13%,13%,-8%
COc1ccc(NC(=O)C2=CC(c3ccco3)=NS(=O)(=O)N2C)cc1,-5%,.,.,0%,-1%,-20%,2%,.
CCOc1ccccc1N(CC)C(=O)c1cc2c(=O)n(CC)c3ccccc3c2s1,-3%,.,.,6%,?,.,-17%,.

Screening data deposited in PubChem by National Center for Advancing Translational Sciences (NCATS).

An excerpt, so the mix of outcomes need not match the whole.
